Assay outcomes: PubChem BioAssay, National Center for Advancing Translational Sciences (NCATS)
GAA glycogen mod = qHTS Assay for Inhibitors and Activators of Human alpha-Glucosidase Cleavage of Glycogen; recombinant GAA, glycogen substrate, Amplex Red glucose oxidase fluorescence; Potency, µM (highest dose often 76.4 µM), without a hit: at the top dose activity change, negative = inhibition, usual class: inhibitors; actives 0.38% (n = 300,000);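 also: 0% = full enzyme reaction and -100% = no-enzyme basal signal; the screen sought inhibitors and activators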
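Recombinant enzyme (4 nM final) with compounds titrated up to 77 uM and bovine liver glycogen (30 ug) in citrate pH 5.0, 0.01% Tween-20, 37 C 40 min. Released glucose detected by Amplex Red/glucose oxidase (Ex 573/Em 610); AC50 from Hill fits.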
L3MBTL1 inh = qHTS Assay for the Inhibitors of L3MBTL1. Lethal(3)malignant brain tumor-like protein 1 (Homo sapiens), Q9Y468. AlphaScreen L3MBTL1–H3K9me1 peptide binding. Potency, µM (series often up to 57.1 µM), for inactives: top-dose activity, negative = inhibition, usual class: inhibitors. actives 0.66% (n = 230,000); also: nearly all actives have a fitted effect of over 60% in size
Target sequence (Q9Y468 whole entry, looked up): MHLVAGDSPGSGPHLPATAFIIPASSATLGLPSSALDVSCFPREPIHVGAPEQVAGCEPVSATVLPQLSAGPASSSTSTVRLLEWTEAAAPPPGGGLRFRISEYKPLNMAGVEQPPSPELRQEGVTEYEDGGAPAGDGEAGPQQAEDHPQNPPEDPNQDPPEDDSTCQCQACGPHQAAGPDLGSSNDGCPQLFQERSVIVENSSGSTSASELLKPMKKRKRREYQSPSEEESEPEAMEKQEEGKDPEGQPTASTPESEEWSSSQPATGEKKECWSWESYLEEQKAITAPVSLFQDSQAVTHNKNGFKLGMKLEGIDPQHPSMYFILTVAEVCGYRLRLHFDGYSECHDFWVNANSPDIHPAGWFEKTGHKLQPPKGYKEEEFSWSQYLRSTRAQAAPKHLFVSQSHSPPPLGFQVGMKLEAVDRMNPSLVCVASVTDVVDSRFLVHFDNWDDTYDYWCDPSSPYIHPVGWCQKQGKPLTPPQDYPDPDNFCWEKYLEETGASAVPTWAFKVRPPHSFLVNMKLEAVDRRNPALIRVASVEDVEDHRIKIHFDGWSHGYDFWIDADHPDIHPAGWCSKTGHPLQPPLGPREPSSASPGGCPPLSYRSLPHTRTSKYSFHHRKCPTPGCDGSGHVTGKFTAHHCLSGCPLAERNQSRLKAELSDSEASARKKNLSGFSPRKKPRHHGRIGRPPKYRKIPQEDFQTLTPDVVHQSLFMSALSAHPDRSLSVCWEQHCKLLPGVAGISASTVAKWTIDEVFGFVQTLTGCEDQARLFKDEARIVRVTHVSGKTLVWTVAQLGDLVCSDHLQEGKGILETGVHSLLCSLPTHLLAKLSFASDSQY
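L3MBTL1 50 nM + b-AHA-H3(1-15)K9me1 75 nM, 30 min RT; compound added, 30 min RT; streptavidin donor/Ni-chelate acceptor beads 10 ug/mL each final, 30 min RT dark; AlphaScreen read.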
GAA spleen mod = qHTS Assay for Inhibitors and Activators of Human alpha-Glucosidase From Spleen Homogenate; actives 0.006% (n = 240,000); Potency, µM (doses to about 79.9 µM), for inactives: at the highest dose activity change, negative = inhibition, hits mostly inhibitors; Lysosomal alpha-glucosidase (Homo sapiens), P10253; human spleen homogenate, 4-MU-alpha-glucoside fluorescence;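 also: 0% = enzyme with vehicle and -100% = no enzyme basal signal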
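Human spleen homogenate (1 ug) incubated with compounds and 1 mM 4-methylumbelliferyl-alpha-D-glucopyranoside in pH 5.0 citrate/phosphate buffer, 37 C, 40 min. Stopped at pH 10; 4-MU fluorescence (Ex 365/Em 440 nm); AC50 by Hill fit.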
RECQ1 inh = qHTS Assay for Inhibitors of RecQ-Like Dna Helicase 1 (RECQ1); ATP-dependent DNA helicase Q1 (Homo sapiens), P46063; RECQ1 DNA unwinding, red fluorescence kinetic read; Potency, µM (highest dose often 57.3 µM), for the others: top-dose activity, negative = inhibition, actives largely listed as inhibitors; actives 0.54% (n = 240,000);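 also: plate controls were vehicle for no effect and no enzyme for full effect; nearly all actives have a fitted effect of over 30% in size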
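RECQ1T1 50 nM; forked duplex (20 bp + 30-nt ss tails) 200 nM, ATP 2 mM final; pH 8.0, 2 mM MgCl2, 2.5 ug/ml poly(dI-dC); 15 min compound preincubation; discontinuous kinetic read over 2 h at RT.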
RGS12 GoLoco inh = qHTS Assay for Inhibitors of RGS12 GoLoco Motif Activity (Red Fluorophore) | Gai1:RGS12 GoLoco peptide FP, rhodamine, 10 min | Potency, µM (titrated, usually from 61.6 µM), without a hit: at the highest dose activity, negative = inhibition, hits mostly inhibitors | AID 880, 2007 | actives 0.44% (n = 230,000) | Guanine nucleotide-binding protein G(i) subunit alpha-1 (Homo sapiens), P63096; active = well fitted inhibition curve with a large enough effect, not every such curve was filed as active; inactive = no such curve, though single readings can be large or run the other way; also: nearly all actives have a fitted effect of over 30% in size; many of its hits are not listed in these tables
TexasRed fluor = Total Fluorescence Counterscreen for Inhibitors of the Interaction of Thyroid Hormone Receptor and Steroid Receptor Coregulator 2. TRb/SRC2 Texas Red total fluorescence interference. Potency, µM (highest dose often 106 µM), for the others: top-dose fluorescence change, negative = quenching. actives 0.29% (n = 280,000); active = well fitted curve in either direction with a large enough effect; inconclusive = small, poorly fitted or top-dose-only effect
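Human TRβ ligand-binding domain (0.6 uM) and Texas Red SRC2 peptide (20 nM) in Tris buffer with 1 uM T3 and 5% DMSO were incubated with pinned compound for 5 hr at ambient temperature. Total fluorescence was computed as S + 2P (555/632 nm).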
TRb-SRC2 inh = qHTS for Inhibitors of the Interaction of Thyroid Hormone Receptor and Steroid Receptor Coregulator 2. Thyroid hormone receptor beta (Homo sapiens), P10828. TRbeta-SRC2 peptide binding, fluorescence polarization; receptor liganded with 1 µM T3. Potency, µM (titrated, usually from 106 µM), inactives show top-dose activity change, negative = inhibition, hits mostly inhibitors. actives 0.065% (n = 280,000);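 also: plate controls were bound peptide for no effect and peptide without receptor for full effect; nearly all actives have a fitted effect of over 50% in size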
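A fluorescence polarization screen tested compounds at multiple concentrations against complex formation between 0.6 uM TRb ligand-binding domain and 20 nM Texas Red SRC2 peptide, with 1 uM T3 present; readout after 5 hr.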
GAA inhib = qHTS Assay for Inhibitors of Human alpha-Glucosidase as a Potential Chaperone Treatment of Pompe Disease | purified human GAA, 4-MU-alpha-glucoside fluorescence | actives 0.005% (n = 200,000) | AID 1466, 2008 | Lysosomal alpha-glucosidase (Homo sapiens), P10253 | Potency, µM (top dose mostly 76.9 µM), for inactives: top-dose activity change, negative = inhibition, usual class: inhibitors;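 also: plate controls were uninhibited enzyme wells for no effect and no-enzyme background for full effect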
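Read-out is 4-methylumbelliferone fluorescence (Ex 365/Em 440 nm) after NaOH/glycine stop at pH 10. Enzyme 4 nM, substrate 400 uM, pH 5.0 citrate buffer, 20 min room temperature; AC50 from Hill-equation concentration-response.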
* marks the source's active call; other numbers are inactive results; i = inactive; ? = inconclusive; . = no result given; [ ] = remark or other dose. Unless noted, calls follow the shape of the dose curve; as a rule, active = well fitted curve in the direction sought with a large enough effect; inconclusive = small, poorly fitted or top-dose-only effect, or another doubt; inactive = no such curve, though single readings can be large; an effect the other way counts as inactive or inconclusive. Unless noted, % is scaled to controls: 0 for no effect and ±100 for the full control effect; potency is read from the fitted curve at half-maximal effect.

SMILES	GAA glycogen mod	L3MBTL1 inh	GAA spleen mod	RECQ1 inh	RGS12 GoLoco inh	TexasRed fluor	TRb-SRC2 inh	GAA inhib
COc1ccc(N=C2SC(C(=O)Nc3ccc(C(=O)O)cc3)CC(=O)N2Cc2cccs2)cc1 (stereo not drawn)	2%	-10%	5%	-2%	7%	-2%	4%	.
O=C(Nc1ccc(NC(=S)NC(=O)c2cccs2)cc1)c1ccco1	-2%	-18%	6%	-8%	15%	-3%	-1%	14%
CC1C(=NO)C(C)C(c2ccccc2)NC1c1ccccc1 (stereo not drawn)	-3%	.	-5%	-11%	-20%	-3%	0%	-10%
O=C1CS/C(=N/N=C/c2ccc(OS(=O)(=O)c3ccccc3)cc2)N1	8%	18%	-1%	-10%	-11%	0%	-2%	-1%
COC(=O)c1ccc(S(=O)(=O)NCc2ccco2)n1C	1%	-3%	-10%	-2%	0%	-4%	2%	.
COc1ccc(NS(=O)(=O)c2cccc(NC(=O)CCC(=O)c3cccs3)c2)cc1	-6%	-1%	7%	i	7%	-1%	-4%	-15%
O=C(CCC(=O)c1cccs1)NCC(=O)Nc1ccc(F)c(F)c1F	8%	6%	-3%	-6%	10%	-1%	-5%	8%
CC(C)Oc1cc(NC(=O)CS(=O)CC(=O)N(C)C)c(Cl)cc1Cl (stereo not drawn)	7%	-2%	0%	-3%	-3%	-5%	-1%	?
CC(=O)Nc1ccc(Nc2cc(C)nc3c(-c4ccc(Cl)cc4)cnn23)cc1	1%	24%	-7%	-2%	1%	-1%	6%	-4%
Cc1nc2cc(-n3ccc(=O)cc3)ccc2n1-c1ccccc1	5%	-4%[11.4 µM]	-3%	-7%	2%	-1%	8%	-2%
OCC(O)C1OC(Nc2ccc(Cl)cc2)C(O)C1O (stereo not drawn)	?	.	-2%	-3%	2%	-4%	4%	.
COC(=O)C1=C(C)NC(C)=C(C(=O)OC)C1c1cc2cc(C)ccc2[nH]c1=O	-1%	-1%	8%	-4%	1%	0%	-5%	9%
O=c1c(Cl)c(N2CCCCC2)cnn1-c1nc2ccccc2[nH]1	2%	-6%	-12%	-2%	-4%	2%	9%	2%
S=c1nc(-c2cc(Cl)cc(Cl)c2)[nH][nH]1	-17%	5%	1%	-4%	3%	-3%	-1%	-13%
O=C(N/N=C/c1ccccc1OC(F)F)NC1CCCCC1	3%	.	-16%	-12%	10%	-2%	5%	.
COc1ccc(C(C#N)C2(C)OCCO2)cc1OC (stereo not drawn)	-6%	.	-3%	-5%	-8%	1%	12%	-8%
Cn1c(OCc2ccco2)nc2c1c(=O)n(Cc1ccc(Cl)c(Cl)c1)c(=O)n2C	0%	-6%	-1%	-11%	-2%	2%	1%	-6%
CCn1c2ccccc2c2nc3cc(OC)c(OC)cc3nc21	-3%	50%[activator]	17%	12%	.	-7%	4%	15%
CCc1ccc(N2CCCn3c2nc2c3c(=O)n(CCN3CCOCC3)c(=O)n2C)cc1	8%	-2%	6%	i	3%	-4%	4%	-8%
COC(=O)c1nn2c(C(F)(F)F)cc(-c3ccc(Br)o3)nc2c1Br	-2%	2%	-4%	i	-9%	-7%	-2%	-2%

A portion of the results above, as a working copy:
SMILES	GAA glycogen mod	L3MBTL1 inh	GAA spleen mod	RECQ1 inh	RGS12 GoLoco inh	TexasRed fluor	TRb-SRC2 inh	GAA inhib
O=C(N/N=C/c1ccccc1OC(F)F)NC1CCCCC1	3%	.	-16%	-12%	10%	-2%	5%	.
COc1ccc(C(C#N)C2(C)OCCO2)cc1OC (stereo not drawn)	-6%	.	-3%	-5%	-8%	1%	12%	-8%
Cn1c(OCc2ccco2)nc2c1c(=O)n(Cc1ccc(Cl)c(Cl)c1)c(=O)n2C	0%	-6%	-1%	-11%	-2%	2%	1%	-6%
CCn1c2ccccc2c2nc3cc(OC)c(OC)cc3nc21	-3%	50%[activator]	17%	12%	.	-7%	4%	15%

Next part:
SMILES	GAA glycogen mod	L3MBTL1 inh	GAA spleen mod	RECQ1 inh	RGS12 GoLoco inh	TexasRed fluor	TRb-SRC2 inh	GAA inhib
COc1ccc(C(C#N)N2CCOCC2)cc1 (stereo not drawn)	5%	9%	-3%	i	0%	-6%	-1%	-2%
CCCNc1cc(C)oc(=O)c1C(=O)CC	5%	.	-3%	i	-7%	-3%	-7%	-3%
COc1ccccc1-c1cc(C(=O)Nc2cc(C)on2)no1	-12%	0%	-7%	-7%	4%	3%	0%	0%
Cc1nn(C)c(C(=O)NC2C3CC4CC(C3)CC2C4)c1Cl (stereo not drawn)	-8%	-6%	-9%	-1%	7%	0%	0%	-2%
O=C(O)/C=C/C(=O)Nc1ccc(SC(F)(F)F)cc1	-2%	4%	-1%	1%	-13%	2%	0%	0%
Cc1cc(C(F)(F)F)nn1CC(=O)NNC(=S)NCC(C)C	19%	.	1%	-3%	11%	-2%	-2%	?
CC1=CC2=NC(=O)/C(=C\c3cccn3CCOc3cc(C)ccc3C)C(=N)N2O1	-14%	-6%	-15%	-12%	6%	1%	1%	-7%
O=C(Cc1ccc(Br)cc1)N/N=C/c1ccc(-c2cccc(C(=O)O)c2)o1	-4%	?	-6%	-5%	-2%	-3%	-1%	.
COC(=O)c1ccc2c(=O)n(CCO)c(=S)[nH]c2c1	1%	-17%	-4%	-6%	-22%	1%	-8%	-3%
CC(=O)Nc1ccc(NC(=O)CSc2ccc(-c3cccs3)nn2)cc1	3%	-14%	0%	-12%	12%	1%	1%	3%
COc1cccc(NC(=O)/C=C\c2ccc(Cl)cc2)c1	.	.	-7%	-16%	2%	-1%	11%	.
CCCCNS(=O)(=O)c1ccc2c(c1)oc(=O)n2CC(=O)OCC	5%	.	-1%	-4%	16%	-5%	0%	-2%
Cc1[nH]c2ccccc2c1Cc1nnc(SCCC#N)o1	0%	-14%	1%	-3%	6%	-4%	-1%	-4%
COc1ccc(S(=O)(=O)NCCCCCC(=O)NCCCN2CCOCC2)cc1	5%	12%	-8%	-5%	5%	0%	3%	3%
NCCN=C1NS(=O)(=O)c2ccccc21	6%	1%	1%	8%	4%	-2%	2%	1%
NC(=O)CS(=O)(=O)c1nc2ccccc2n1CC(=O)N1CCCCC1	3%	.	-12%	-2%	8%	3%	6%	1%
O=c1cc2c(nn1Cc1c(Cl)cccc1Cl)-c1ccccc1CC2	-1%	.	-9%	-9%	2%	-3%	0%	-4%
COC(=O)c1c(C(=O)OC)c2n(c1C)CCS2	-1%	7%	11%	-1%	2%	3%	-2%	-2%
O=C(Oc1ccc(-n2cnnn2)cc1)c1ccco1	0%	4%	2%	i	7%	0%	-23%	-6%
O=C(NCCC(=O)N1CCN(c2ncccn2)CC1)c1ccccc1Cl	-13%	.	-16%	-2%	4%	-7%	-8%	-1%

Structural class: the entries above with a CF3 group.
SMILES	GAA glycogen mod	L3MBTL1 inh	GAA spleen mod	RECQ1 inh	RGS12 GoLoco inh	TexasRed fluor	TRb-SRC2 inh	GAA inhib
COC(=O)c1nn2c(C(F)(F)F)cc(-c3ccc(Br)o3)nc2c1Br	-2%	2%	-4%	i	-9%	-7%	-2%	-2%
O=C(O)/C=C/C(=O)Nc1ccc(SC(F)(F)F)cc1	-2%	4%	-1%	1%	-13%	2%	0%	0%
Cc1cc(C(F)(F)F)nn1CC(=O)NNC(=S)NCC(C)C	19%	.	1%	-3%	11%	-2%	-2%	?

More results follow.
SMILES	GAA glycogen mod	L3MBTL1 inh	GAA spleen mod	RECQ1 inh	RGS12 GoLoco inh	TexasRed fluor	TRb-SRC2 inh	GAA inhib
N#Cc1cc(N2CCCCC2)c([N+](=O)[O-])cc1C#N	-14%	1%	-5%	-8%	0%	-3%	4%	-3%
COC(=O)c1ccccc1NC(=O)C1CCCN(S(C)(=O)=O)C1 (stereo not drawn)	-2%	-4%	2%	8%	-7%	-1%	-4%	-4%
OCCN1CCN(Cc2cc(Cl)c3cccnc3c2O)CC1	12%	.	3%	1%	-1%	1%	10%	-3%
CCCNC(=O)OC[C@@H]1O[C@H](CCON=C(C)C)C=C[C@@H]1Oc1ccc(OC)cc1	.	.	-8%[17.4 µM]	13%[11.5 µM]	.	2%[11.2 µM]	1%[11.2 µM]	.
Cc1cc(-n2nc(C)cc2C)nc(NS(=O)(=O)c2ccccc2)n1	-5%	11%	11%	-9%	-2%	0%	6%	-2%
C(#CCN1CCC(Cc2ccccc2)CC1)COCCOCc1ccccc1	3%	17%	-6%	-9%	10%	1%	1%	-1%
COc1ccccc1NC(=O)Cc1c(F)cccc1Cl	6%	9%	-3%	-13%	12%	1%	-1%	-1%
S=c1[nH]nc(-c2ccco2)n1/N=C/c1cccs1	-9%	-9%	-17%	-3%	0%	1%	-14%	6%
CC(C)(C)c1nnc(NC(=O)CN2C(=O)C3C4C=CC(C4)C3C2=O)s1 (stereo not drawn)	3%	12%	-1%	-8%	.	-4%	-3%	-5%

An excerpt; the hit share may differ from the screen's.
